DENV2 CPE: inhibitors of DENV2 cytopathic effect | DENV2-infected cells, cytopathic effect rescue, plate reader | CPE inhibition, % at 9.99 µM | hit rate 1.7% among 350,000 | AID 651640; in the data active = CPE inhibition above about 20%, passing the limit was not always enough; inconclusive = no clear call, values can overlap the other calls; tested in BHK-21 cells;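 note: 0% = median of neutral control wells and 100% = median of positive control wells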
CASP6 VEID inh: blocks human caspase-6 cleavage activity; P55212; purified caspase-6, Z-VEID-R110 cleavage fluorescence; inhibition, % at 12.5 µM; hit rate 0.53% among 350,000; AID 686996;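 active = mean inhibition across replicates at least about 35%, with every replicate also reaching that limit, limit read from the data; inconclusive = only one of the two criteria met; inactive = neither criterion met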;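 note: 0% = median of neutral control wells and 100% = no fluorescence left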
Target sequence (P55212 24-179 limits assumed): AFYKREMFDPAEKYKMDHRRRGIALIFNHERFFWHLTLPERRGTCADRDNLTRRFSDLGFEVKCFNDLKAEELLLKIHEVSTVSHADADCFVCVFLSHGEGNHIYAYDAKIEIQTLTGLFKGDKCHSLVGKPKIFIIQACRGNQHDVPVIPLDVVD
Target sequence (P55212 194-293 limits assumed): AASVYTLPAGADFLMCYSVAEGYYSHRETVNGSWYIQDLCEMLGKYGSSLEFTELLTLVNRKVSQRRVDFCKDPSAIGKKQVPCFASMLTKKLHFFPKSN
F508del corr: CFTR F508del correction in bronchial cells | CFBE cells, YFP halide quenching; stimulated with forskolin plus potentiator P3; % fluorescence drop versus neutral controls | activity (quench increase), % at 7.58 µM | hit rate 0.36% among 350,000;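 active = mean added fluorescence quench of at least 8% versus neutral control, with both replicates also reaching 8%; inconclusive = only one of the mean or replicate conditions met; inactive = mean below 8% and not both replicates reaching 8%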;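 note: cells transiently co-express mutant CFTR-F508del with the halide-sensitive YFP; corrector assay measuring rescue of mutant channel to the surface after 24 h compound exposure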
ERAP1 HTS inh: blocks human ERAP1 aminopeptidase activity. recombinant ERAP1, Leu-AMC fluorescence, 60 min. inhibition, % at 10.7 µM. hit rate 0.15% among 340,000;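 active = mean replicate inhibition of at least 30%, or all replicates individually reaching that 30% level; inactive = mean below 30% and not every replicate reaching it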;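 note: 0% = neutral control wells and 100% = L-leucinethiol positive control wells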
SIRT5 block: sirtuin-5 (human) deacylase inhibition; hit rate 1.1% among 330,000; inhibition, % at 15 µM; Q9NXA8; Purified SirT5, succinyl-peptide AMC, trypsin-coupled fluorescence; in the data active = inhibition above about 15%; inconclusive = no clear call, values can overlap the other calls
Target sequence (Q9NXA8 whole entry, looked up): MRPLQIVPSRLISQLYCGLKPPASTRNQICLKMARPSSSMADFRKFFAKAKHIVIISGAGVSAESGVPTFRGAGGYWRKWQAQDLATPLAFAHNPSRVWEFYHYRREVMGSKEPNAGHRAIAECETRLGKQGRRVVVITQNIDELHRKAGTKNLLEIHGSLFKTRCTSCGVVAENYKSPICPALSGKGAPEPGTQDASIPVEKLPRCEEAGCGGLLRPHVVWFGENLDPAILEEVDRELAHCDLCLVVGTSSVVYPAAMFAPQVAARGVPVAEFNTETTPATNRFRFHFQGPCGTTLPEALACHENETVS
ERp5 inh: blocks human ERp5 reductase activity on insulin. hit rate 0.05% among 350,000. inhibition, % at 9.99 µM. ERp5 insulin aggregation, absorbance 650 nm, 90 min. Q15084;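 active = mean replicate inhibition above about 25%, with every replicate also reaching it, limit read from the data, passing the limit was not always enough; inconclusive = only one of those two criteria met; inactive = neither criterion met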
Target sequence (Q15084 whole entry, looked up): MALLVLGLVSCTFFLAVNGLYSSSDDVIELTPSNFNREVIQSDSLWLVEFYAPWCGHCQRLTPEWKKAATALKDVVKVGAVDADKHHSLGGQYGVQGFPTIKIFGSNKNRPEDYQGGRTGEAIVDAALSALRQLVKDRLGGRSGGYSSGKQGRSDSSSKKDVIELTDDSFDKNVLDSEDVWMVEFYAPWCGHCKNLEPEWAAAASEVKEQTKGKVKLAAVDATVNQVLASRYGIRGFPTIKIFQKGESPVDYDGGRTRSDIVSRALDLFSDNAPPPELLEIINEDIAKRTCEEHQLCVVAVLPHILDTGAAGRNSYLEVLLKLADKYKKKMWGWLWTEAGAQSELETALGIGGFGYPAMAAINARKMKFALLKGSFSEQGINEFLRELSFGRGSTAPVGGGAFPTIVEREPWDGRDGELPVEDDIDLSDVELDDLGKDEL
miR122 inh: miR-122 inhibition in Huh7 cells | Huh7 miR-122 Renilla luciferase sensor, 48 h; neutral wells = 0, positive control = 100 | activation (reporter increase), % at 12.5 µM | hit rate 0.3% among 340,000;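 active = mean replicate activation score at least 90 and every replicate individually at or above 90; inconclusive = only one of the two criteria met; inactive = neither criterion met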;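 note: higher luciferase means less miR-122 activity so hits act as miR-122 inhibitors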
The depositor's hits bear a star; ? = inconclusive; / = no result given; & = joins results of further samples; [ ] = another dose, or the depositor's remark.

SMILES | DENV2 CPE | CASP6 VEID inh | F508del corr | ERAP1 HTS inh | SIRT5 block | ERp5 inh | miR122 inh
CCOP(=O)(OCC)C(Nc1cccc(C)c1)c1ccc(F)cc1 (stereo not given) | -1 | -1 | / | -5 | 3 | 0 | /
C[C@@H]1CN([C@@H](C)CO)C(=O)c2cc(C#Cc3ccccn3)cnc2O[C@H]1CN(C)C(=O)c1cnccn1 | 0 | 1 | -0.6 | 0 | 5 | 6 | 6[16.7 µM]
CCOC(=O)c1nn(-c2ccc(Cl)cc2)c(=O)c(C#N)c1C | 7 | 0 | -3.3 | -2 | 3 | -1 | 1
CCC(=O)N1[C@@H]2c3ccc(-c4ccncc4)c(=O)n3C[C@@H]2[C@@H](CO)[C@@H]1C(=O)Nc1ccccc1 | 0 | 0 | -2.5 | 2 | -35 | 1 | 3[16.7 µM]
CCCC(=O)Nc1ccc2c(c1)C(=O)N(C)[C@@H]1CC[C@@H](CC(=O)N3CCCCC3)O[C@@H]1CO2 | 3 | 0 | 2.2 | -4 | 4 | 6 | -24[16.7 µM]
O=C(NCC1CC1)c1onc(CSc2ccc(F)cc2)c1C(=O)NCC1CC1 | -12 | 3 | 1.2 | 1 | -5 | 3 | -7
CN(C)c1ccc(NC(=O)CSc2nc(C3CC3)nc3ccccc23)cc1 | -2 | -1 | 0.7 | 3 | -2 | 4 | -3
O=S(=O)(NCC1(N2CCOCC2)CCCCC1)c1ccccc1Cl | 0 | -1 | 1.0 | 3 | -1 | -4 | 41
COc1ccc2c3c([nH]c2c1)[C@H](CO)N(C(=O)CN(C)C)CC31CCN(CC2CCCC2)CC1 | -1 | -1 | 0.1 | 1 | 1 | 74* | /
Cc1ccc(NC(=O)C2C3CCC(O3)C2C(=O)O)cc1Cl (stereo not given) | 4 | 4 | -0.5 | -2 | 2 | 0 | 2

Four of the entries above in order of their number in F508del corr, ascending:
SMILES | DENV2 CPE | CASP6 VEID inh | F508del corr | ERAP1 HTS inh | SIRT5 block | ERp5 inh | miR122 inh
C[C@@H]1CN([C@@H](C)CO)C(=O)c2cc(C#Cc3ccccn3)cnc2O[C@H]1CN(C)C(=O)c1cnccn1 | 0 | 1 | -0.6 | 0 | 5 | 6 | 6[16.7 µM]
Cc1ccc(NC(=O)C2C3CCC(O3)C2C(=O)O)cc1Cl (stereo not given) | 4 | 4 | -0.5 | -2 | 2 | 0 | 2
CN(C)c1ccc(NC(=O)CSc2nc(C3CC3)nc3ccccc23)cc1 | -2 | -1 | 0.7 | 3 | -2 | 4 | -3
CCCC(=O)Nc1ccc2c(c1)C(=O)N(C)[C@@H]1CC[C@@H](CC(=O)N3CCCCC3)O[C@@H]1CO2 | 3 | 0 | 2.2 | -4 | 4 | 6 | -24[16.7 µM]

Gathered by group, the entries above with sulfur
SMILES | DENV2 CPE | CASP6 VEID inh | F508del corr | ERAP1 HTS inh | SIRT5 block | ERp5 inh | miR122 inh
O=C(NCC1CC1)c1onc(CSc2ccc(F)cc2)c1C(=O)NCC1CC1 | -12 | 3 | 1.2 | 1 | -5 | 3 | -7
CN(C)c1ccc(NC(=O)CSc2nc(C3CC3)nc3ccccc23)cc1 | -2 | -1 | 0.7 | 3 | -2 | 4 | -3
O=S(=O)(NCC1(N2CCOCC2)CCCCC1)c1ccccc1Cl | 0 | -1 | 1.0 | 3 | -1 | -4 | 41

The main list resumes with the 2 entries that preceded the break.
SMILES | DENV2 CPE | CASP6 VEID inh | F508del corr | ERAP1 HTS inh | SIRT5 block | ERp5 inh | miR122 inh
COc1ccc2c3c([nH]c2c1)[C@H](CO)N(C(=O)CN(C)C)CC31CCN(CC2CCCC2)CC1 | -1 | -1 | 0.1 | 1 | 1 | 74* | /
Cc1ccc(NC(=O)C2C3CCC(O3)C2C(=O)O)cc1Cl (stereo not given) | 4 | 4 | -0.5 | -2 | 2 | 0 | 2
O=C(NCc1cccnc1)c1cc(C2CCCCN2C(=O)CCc2ccccc2)on1 (stereo not given) | 2 | 2 | -1.6 | -1 | / | -1 | 0
COCCNC(=O)c1cn(CCOC)c(=O)c2c1c1ccccc1n2C | -2 | 3 | 0.4 | 0 | -4 | 6 | -3
Cc1cccc(CS(=O)(=O)c2ncc(Cl)c(C(=O)NCc3ccc4c(c3)OCO4)n2)c1 | -3 | 9 | -0.6 | 0 | -4 | 5 | 1
COC(=O)c1sc(SC)c(S(=O)(=O)C(C)C)c1N/N=C(\C#N)C(=O)c1ccccc1 | ? | -2 | -3.2 | 7 | 5 | -3 | /
CCOC(=O)c1[nH]cnc1C(=O)N1CCC(C)CC1 | / | 9 | -0.9 | -3 | 5 | 0 | 8
COc1cc(/C=C/c2ccc(/C=C/c3cc(OC)c(OC)c(OC)c3)cc2)cc(OC)c1OC | -8 | -2 | 5.7 | 2 | 0 | 0 | 4
CCCN(Cc1nnc(-c2ccccc2Cl)o1)C(=O)c1cccc(S(=O)(=O)N2CCOCC2)c1 | 0 | 1 | 4.9 | -1 | -1 | -2 | /
CCOC(=O)C1(C(=O)OCC)NC(=O)CC1C(C)C (stereo not given) | -5 | -3 | 2.4 | -1 | -6 | 8 | -5
Cc1ccc(C(C)CCN2CCC(n3nccc3NC(=O)c3ccccc3)CC2)o1 (stereo not given) | 4 | -8 | 3.2 | 5 | -1 | 10 | -5
COc1cccc(NCc2nnc(SCC(=O)N(C)C3CCS(=O)(=O)C3)n2C2CCCCC2)c1 (stereo not given) | 0 | 3 | -3.8 | -1 | 0 | 2 | -7
COC(=O)C[C@@H]1C[C@@H]2c3cc(NC(=O)CC4CC4)ccc3O[C@@H]2[C@H](CO)O1 | 6 | -3 | -0.1 | 0 | -4 | 2 | -1[16.7 µM]
O=C(CC[C@H]1O[C@@H](n2cnc3c(NC(=O)c4ccccc4)ncnc32)[C@H](O)[C@@H]1O)N[C@@H](CO)Cc1c[nH]c2ccccc12 | -5 | 0 | -0.8 | 2 | -1 | 6 | 0
C=CCn1cccc(C(=O)Nc2ccc(OC)cc2OC)c1=O | -2 | -1 | -5.5 | 3 | 2 | 0 | -3
COC(=O)c1ccc(CNC(=O)COC(=O)c2ccccc2-c2ccccc2)cc1 | -3 | 59* | 0.1 | -3 | 0 | -9 | /
O=C(Cc1ccccn1)N1[C@@H](CO)[C@@H]2c3ccccc3NC[C@@H]21 | -6 | -1 | -1.7 | -2 | 2 | 0 | -14[16.7 µM]
Cc1ccc(S(=O)(=O)N2CCN(CCc3ccccc3)CC2)c(C)c1 | ? | / | 0.6 | 1 | -4 | -1 | -7
O=C(N/N=C/c1ccc(OC(=O)c2cccs2)cc1)c1cccc(F)c1 | -3 | 1 | -0.4 | 4 | -3 | -3 | /
NC(=O)[C@@H]1CCCNc2c(I)cc([N+](=O)[O-])cc2C(=O)N[C@@H](CO)C(=O)NCC(=O)N1 | 3 | 3 | -3.2 | 6 | 2 | -4 | /
C/C(=N/NC(=O)c1sc(NS(=O)(=O)c2ccccc2)nc1C)c1ccccc1 | -7 | 4 | -1.5 | 1 | 2 | -3 | /
CCC(C)Nc1nc2ccccc2n2c(C)nnc12 (stereo not given) | 4 | 2 | 6.0 | 0 | -1 | 1 | -7
CCn1c(CNC(=O)c2ccco2)nnc1SCC(=O)c1ccc(OC)cc1 | -3 | -2 | -0.4 | -2 | 2 | 3 | 21
Cc1ccc2nc(-c3ccc(NC(=O)CN4CCN(c5ccccn5)CC4)cc3)sc2c1 | 10 | 1 | -0.1 | -3 | -3 | -1 | 0
Cn1cnc(S(=O)(=O)N2C[C@@H](O)COC[C@H]3O[C@@H](CC(=O)NCc4cc(F)cc(F)c4)CC[C@@H]32)c1 | ? | 1 | 0.0 | -1 | -2 | 3 | 2[16.7 µM]
C[C@@H]1CCCCO[C@H](CN(C)Cc2ccc(Cl)c(Cl)c2)[C@H](C)CN([C@@H](C)CO)C(=O)c2cc(NC(=O)Nc3ccc4c(c3)OCO4)ccc2O1 | -1 | 2 | -0.5 | -1 | -2 | 6 | -4[16.7 µM]
C[C@@H]1CN([C@H](C)CO)C(=O)CCCn2nncc2CO[C@H]1CN(C)C(=O)Nc1ccc2c(c1)OCO2 | 1&-18 | -4&-2 | 0.1&2.8 | -3&2 | 7&-16 | 2&1 | 4
CCc1ccc2c(c1)NC(=O)C2(C)Cc1ccc(F)cc1 (stereo not given) | 10 | 4 | -1.1 | 1 | -2 | 2 | -4
O=C(C[C@H]1C[C@@H]2c3cc(NC(=O)Nc4ccc(F)cc4)ccc3O[C@@H]2[C@@H](CO)O1)NC1CCCCC1 | ? | / | -0.3 | / | / | 0 | 1[16.7 µM]
O=C(C[C@H]1C=C[C@H](NC(=O)CN2CCOCC2)[C@@H](CO)O1)NCCc1ccncc1 | 5 | 3 | 2.0 | 0 | -2 | 6 | /
O=C(Oc1ccc(F)cc1)N1CCOCC1 | -1 | 2 | 2.0 | 0 | / | 0 | -3
Cc1ccc(N2C(=O)C3C(C2=O)N2CCCN2C3c2ccccc2)cc1C (stereo not given) | -5 | 3 | -3.8 | 2 | 2 | 9 | /
COc1ccccc1N1CCN(Cc2nc3ccccc3[nH]2)CC1 | -6 | -5 | 2.5 | -2 | 0 | 6 | 4
NC1=NC[C@H](c2ccccc2)N1CCc1cc(C(F)(F)F)cc(C(F)(F)F)c1 | -6 | 22 | 1.4 | 6 | -4 | 5 | -14
C[C@@H]1CCCCO[C@@H](CN(C)C(=O)Nc2ccccc2)[C@@H](C)CN([C@H](C)CO)C(=O)c2cc(NC(=O)C3CCCCC3)ccc2O1 | -4 | -2 | -3.4 | -1 | -5 | 2 | -3[16.7 µM]
COc1ccc(C2CC(c3ccccc3)=NN2C(=O)CSc2ncccn2)cc1 (stereo not given) | -5 | 3 | / | -3 | -6 | -3 | 1
C[C@H](CO)N1C[C@H](C)[C@@H](CN(C)S(=O)(=O)c2ccccc2)Oc2ncc(C#Cc3ccccc3F)cc2C1=O | -5 | -2 | 4.5 | -3 | 0 | -5 | 3[16.7 µM]
Cc1nn(C)c(Oc2ccccc2)c1CCNC(=O)C(C)(C)C | -3 | -3 | -2.2 | -2 | -2 | -1 | /
Cc1ccc(C(=O)OCC(=O)Nc2cccc(S(=O)(=O)N3CCOCC3)c2)o1 | -5 | 7 | -1.5 | -4 | -1 | -4 | /
O=C(Nc1ccc(Cl)cc1)N[C@@H]1CC[C@@H](CCn2cc(C3(O)CCCC3)nn2)O[C@@H]1CO | -5 | -1 | -2.8 | -2 | 1 | 1 | 5[16.7 µM]
O=C(NCC(F)(F)F)c1cc2c(c(-c3cccc(-c4ccccc4F)c3)n1)[C@H](CCO)N(C(=O)CC1CC1)C2 | -9 | 1 | 3.4 | 4 | -3 | -11 | /
CC1CCCC(NC(=O)COC(=O)CCC(=O)c2cccs2)C1C (stereo not given) | 1 | -1 | -1.5 | -4 | 0 | 0 | -3
CCOc1c(OC)cccc1C1CC(=O)Nc2cc(OC)c(OC)cc21 (stereo not given) | 2 | 1 | 1.3 | / | / | 2 | 6
CN(C)CCCN1C(=O)c2oc3ccc(F)cc3c(=O)c2C1c1cccnc1 (stereo not given) | -4 | -4 | 0.6 | 10 | -2 | 6 | /
O=C(CN(c1ccccc1F)S(=O)(=O)c1ccccc1)Nc1ccc2c(c1)OCCO2 | 3 | -2 | -0.1 | 2 | 1 | 5 | -2
CC(=O)N[C@@H](Cc1c[nH]c2ccccc12)C(=O)NC1CCCc2ccccc21 (stereo not given in full) | 0 | 1 | 1.9 | 1 | -2 | 0 | -4
COc1ccccc1Cn1c(C(C)C)nc2ccccc21 | 0 | -3 | -0.2 | 1 | -4 | / | 5
O=C(O)c1cccc(NCc2ccncc2)c1 | 1 | 0 | -1.6 | -2 | -11 | 7 | /
COc1ccc(OC)c(Nc2cc(C)nc3ccc(C)cc23)c1 | -4 | -5 | 12* | 1 | / | 0 | -32
Cc1ccccc1CNC(=O)C(C)Sc1ccccc1 (stereo not given) | -5 | -2 | 4.2 | 12 | -3 | -5 | -3
CCc1ccc(S(=O)(=O)/N=C2\C=C(NS(=O)(=O)c3ccccc3)C(=O)c3ccccc32)cc1 | -6 | 49* | -0.4 | 3 | -3 | -1 | 24
COc1ccc2nc(NC(=O)c3ccc(NC(=O)C4CCCO4)cc3)sc2c1 (stereo not given) | 1 | 0 | 1.8 | -3 | -1 | 0 | -5
